Compound activity as filed in PubChem.
ADAM10 inh: ADAM10 inhibition, QFRET primary screen; recombinant ADAM10, EDANS/DABCYL FRET peptide cleavage, 3 h; hit rate 0.62% among 370,000; AID 720582; inhibition, % at 7 µM;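 active means inhibition above a per-campaign cutoff equal to the mean of compounds falling between control-based bounds plus 3 SD, cut at about 20% in these data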;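 further: 0% = DMSO wells while the 100% control is not disclosed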
SIAE inh: human SIAE inhibition, primary screen | Q9HAT2 | SIAE FP-Rh probe binding, fluorescence polarization | inhibition, % at 9.66 µM | hit rate 0.69% among 370,000 | AID 1053197;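 active means inhibition above a cutoff: mean of compounds within the control limits plus 3 SD of those, cut at about 17% in these data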;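 further: 0% = plate median of compound wells and 100% = probe without SIAE protein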
TDP2 absorb: TDP2 (human) inhibition, absorbance primary screen | recombinant TDP2, T5PNP hydrolysis, p-nitrophenol absorbance 415 nm | inhibition, % at 12.8 µM | hit rate 0.34% among 370,000;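 active means inhibition above the mean of all tested compounds plus 3 SD, set per campaign, cut at about 25% in these data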;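 further: 0% = DMSO with enzyme and 100% = buffer with substrate but no TDP2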
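System – recombinant human TDP2 · Amount – 120 nM TDP2 per well · Buffer or medium – Mg2+-containing Tris-HCl buffer, pH 7.5 · Reagent – T5PNP substrate, 5 mM · Dosing – 12.8 µM single point, 1% DMSO · Incubation – 2 h at 37 °C · Measured by – epi absorbance · Read-out basis – percent inhibition · Benchmarks – high control without enzyme, low control DMSO plus TDP2 · Repeats – singlicate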
Tn6 DDE FP: inhibitors of Tn6 peptide binding to human fibrin DD(E). Fibrin DD(E) TRITC-Tn6 fluorescence polarization displacement. inhibition, % at 8.3 µM. hit rate 0.21% among 370,000. AID 720509;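 active means inhibition above a per-campaign cutoff: mean of compounds within control limits plus 3 SD, cut at about 15% in these data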;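 further: 0% = median of all compound wells on the plate and 100% = blocking peptide control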
ADAM17 inh: inhibitors of human ADAM17; recombinant ADAM17, EDANS/DABCYL FRET peptide cleavage; inhibition, % at 6.95 µM; hit rate 0.83% among 370,000; P78536;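 active means inhibition above the mean of compounds lying between control limits plus 3 SD, set per campaign, cut at about 8.5% in these data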;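 further: 0% = DMSO-only wells as the low control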
Tn7 DDE FP: inhibitors of Tn7 peptide binding to human fibrin DD(E). P02675. inhibition, % at 8.3 µM. FP displacement of FITC-Tn7 peptide from fibrin DD(E); 0% = median of compound wells per plate. hit rate 0.13% among 370,000. AID 720508;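 active means inhibition above the mean of compounds falling within the control limits plus 3 SD of them, cut at about 14% in these data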;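 further: 0% = plate median of compound wells and 100% = 10 µM Aha-Tn7 peptide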
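Assay system: human fibrin DD(E). Input: DD(E) 2 µM final. Medium: Tris buffer with calcium and detergent, pH 7.8. Compound dosing: single point at 8.3 µM. Timing: 10 min plus 3 h, room temperature. Technique: fluorescence polarization of the labelled Tn7 tracer. Read-out: percent inhibition. Replicates: singlicate testing.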
ASAP1 GAP inh: blocks human ASAP1-stimulated Arf1 GTP hydrolysis; inhibition, % at 16.5 µM; GDP FP detection; hit rate 0.19% among 360,000; Q9ULH1; in the data active means inhibition above about 25%;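 further: 0% = vehicle with enzyme and substrate and 100% = no enzyme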
PLCg1 inh: PLC-gamma1 (human) inhibition, primary screen; AID 720700; hit rate 0.84% among 370,000; inhibition, % at 12.2 µM; purified PLC-gamma1, fluorogenic substrate, fluorescence; in the data active means inhibition above about 9.5%
Target sequence (P19174 whole entry, looked up): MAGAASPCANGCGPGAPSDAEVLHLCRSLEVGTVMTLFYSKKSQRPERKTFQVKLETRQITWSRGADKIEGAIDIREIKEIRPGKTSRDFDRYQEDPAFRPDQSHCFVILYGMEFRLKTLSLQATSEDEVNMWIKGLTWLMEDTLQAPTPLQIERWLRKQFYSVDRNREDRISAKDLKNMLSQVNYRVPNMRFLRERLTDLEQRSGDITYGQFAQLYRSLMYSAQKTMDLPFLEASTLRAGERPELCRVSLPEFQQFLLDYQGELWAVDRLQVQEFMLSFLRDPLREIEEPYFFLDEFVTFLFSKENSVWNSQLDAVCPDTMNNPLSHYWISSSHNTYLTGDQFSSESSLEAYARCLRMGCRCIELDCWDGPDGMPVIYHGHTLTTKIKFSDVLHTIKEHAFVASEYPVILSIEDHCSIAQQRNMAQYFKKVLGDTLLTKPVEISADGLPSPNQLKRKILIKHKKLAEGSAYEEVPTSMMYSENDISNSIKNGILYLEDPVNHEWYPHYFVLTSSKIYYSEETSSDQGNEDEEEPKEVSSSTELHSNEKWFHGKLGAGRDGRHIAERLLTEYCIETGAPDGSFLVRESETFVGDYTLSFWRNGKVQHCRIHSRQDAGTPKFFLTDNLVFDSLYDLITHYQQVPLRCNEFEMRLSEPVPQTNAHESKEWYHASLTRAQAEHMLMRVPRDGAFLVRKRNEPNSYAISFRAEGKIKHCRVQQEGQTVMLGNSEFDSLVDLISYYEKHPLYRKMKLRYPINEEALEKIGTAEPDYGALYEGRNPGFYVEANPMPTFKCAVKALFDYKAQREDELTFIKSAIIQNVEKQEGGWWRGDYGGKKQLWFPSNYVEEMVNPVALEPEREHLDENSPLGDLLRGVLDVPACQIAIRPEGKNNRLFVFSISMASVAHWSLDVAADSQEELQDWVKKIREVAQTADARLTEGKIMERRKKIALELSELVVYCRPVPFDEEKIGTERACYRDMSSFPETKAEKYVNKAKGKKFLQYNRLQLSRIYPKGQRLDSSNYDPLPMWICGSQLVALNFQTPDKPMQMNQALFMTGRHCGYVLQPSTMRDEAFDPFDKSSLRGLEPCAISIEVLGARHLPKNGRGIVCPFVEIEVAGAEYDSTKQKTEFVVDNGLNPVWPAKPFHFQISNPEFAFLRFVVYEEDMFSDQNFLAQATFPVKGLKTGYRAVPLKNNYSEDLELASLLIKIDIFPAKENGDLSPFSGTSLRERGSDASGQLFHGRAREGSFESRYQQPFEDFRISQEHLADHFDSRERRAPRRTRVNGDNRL
ARFGAP1 inh: rat ARFGAP1 inhibition. Arfgap1-stimulated ARF1 GTP hydrolysis, GDP FP detection. inhibition, % at 16.5 µM. hit rate 0.26% among 360,000. AID 651572;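 active means inhibition above a per-plate limit, mean inhibition of low control wells plus 3 SD, cut at about 25% in these data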;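 further: 0% = DMSO wells with enzyme and 100% = wells lacking Arfgap1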
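Repeats: one replicate per compound; assay system: rat Arfgap1 catalytic domain, aa 1-136; times: enzyme reaction 120 min at 25 °C after 20 min preincubation; detection: FP of antibody-bound GDP Alexa 633 tracer, ex 620/em 688 nm; benchmarks: high control wells lacking Arfgap1, low control full reaction with DMSO; reagent: human ARF1(Δ1-17)-GTP substrate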
PLCb3 inh: PLC-beta3 (human) inhibition, primary screen; Purified PLC-beta3, fluorogenic substrate, fluorescence; hit rate 0.18% among 370,000; inhibition, % at 12.2 µM; AID 720704; Q01970; in the data active means inhibition above about 11%;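 further: 0% = median of compound wells on plate and 100% = full blocker control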
Numbers without * were called inactive; i = inactive.

SMILES | ADAM10 inh | SIAE inh | TDP2 absorb | Tn6 DDE FP | ADAM17 inh | Tn7 DDE FP | ASAP1 GAP inh | PLCg1 inh | ARFGAP1 inh | PLCb3 inh
CCc1nnc(NC(=O)C2CCCN(C(=O)c3ccc(Cl)cc3)C2)s1 (stereo not drawn) | -2 | 2 | 1 | -2 | -2 | -4 | 3 | -1 | 1 | -9
CCOC(=O)N1CCN(C(=O)c2cccc(F)c2)CC1 | 0 | 10 | 4 | 3 | -3 | 5 | 8 | 0 | 2 | -3
COC(=O)c1ccc(CN2CCC(CO)(Cc3ccccc3Cl)CC2)cc1 | -6 | -1 | 6 | 3 | -1 | 7 | 7 | 2 | -11 | 2
Cc1ccc2nc3c(c(N)c2c1)CCN3c1ccccc1 | i | 1 | 0 | 0 | i | 5 | 12 | i | -5 | i
CCCCn1nc(CC(=O)NCCN(CC)CC)c2ccccc2c1=O | 0 | 1 | -11 | 5 | 2 | -2 | -4 | 5 | -9 | -2
O=C(NCc1cccc(F)c1)C1CCC(=O)N(CCc2cccc(F)c2)C1 (stereo not drawn) | 0 | 9 | 7 | 7 | -6 | -2 | -16 | 0 | -19 | -2
COc1cc(OC)c(NS(=O)(=O)c2cccc(C(=O)OCC(=O)NCC3CCCO3)c2)cc1Cl (stereo not drawn) | -4 | 2 | 11 | -6 | -4 | -3 | 7 | 1 | -9 | -6
C=CCn1c(C)cc(C(=O)CN2C(=O)c3ccccc3C2=O)c1C | 4 | -3 | -5 | -1 | -4 | 0 | -16 | -1 | 8 | -10
O=C(NCCNC(=O)c1ccccc1F)c1ccco1 | 10 | 0 | -13 | 15 | -1 | -6 | -3 | 2 | 12 | 0
O=C(CSCc1ccccc1)Nc1ccc(F)cc1F | 1 | 1 | 0 | 4 | 0 | 1 | -11 | 4 | -6 | 0
N#Cc1ccccc1CN1C(=O)NC2(CCCCCC2)C1=O | 1 | 6 | -12 | 1 | 3 | -2 | 11 | 5 | 2 | 1
O=C(OCc1cc(=O)n2ccsc2n1)C1(c2ccccc2)CC1 | -22 | 6 | -1 | 0 | -9 | 2 | -8 | 0 | 1 | -5
COc1ccccc1NC(=O)CSc1nnc(COc2ccccc2C)o1 | -3 | -4 | -6 | -4 | 2 | 0 | 0 | -1 | 18 | -6
CCOc1ccc(OCC)c(C2C(C#N)=C(N)N(c3cccnc3)C3=C2C(=O)CC(C)(C)C3)c1 (stereo not drawn) | -3 | 1 | -5 | 4 | -2 | -1 | -2 | -2 | 7 | -3
CCC(c1nc2ccccc2[nH]1)n1c(-c2ccnc(Cl)c2)nc2ccccc21 (stereo not drawn) | -3 | 5 | 2 | 0 | -2 | 4 | -7 | 1 | -11 | -2
Cc1csc2ncnc(N3CCN(C(=S)Nc4ccc(F)cc4F)CC3)c12 | 1 | 4 | 4 | 0 | 0 | 0 | 2 | 5 | -2 | -5
O=C(N[C@@H](Cc1cccnc1)C(=O)N1CCC[C@H]1C(=O)NCCc1ccccc1Cl)C1CC1 | -21 | 2 | -2 | -6 | -7 | -6 | 5 | -1 | -11 | 0
C=CC[C@H](CC(=O)N(CCO)Cc1ccccc1)C(=O)N[C@@H](COC(=O)[C@@H](CC=C)Cc1ccc(F)cc1)Cc1ccccc1 | 28* | -11 | -13 | 6 | 13* | 0 | -7 | 5 | 11 | 1
CCc1ccc(C2=NNC(=Nc3c(C)n(C)n(-c4ccccc4)c3=O)SC2)cc1 | 0 | 1 | 7 | -4 | -2 | 6 | 4 | -14 | -3 | -7
CN1C(=O)/C(=C/c2ccc(-c3ccccc3[N+](=O)[O-])o2)SC1=Nc1ccc(Cl)c(C(=O)O)c1 | -1 | 19* | 6 | 1 | -2 | -4 | 6 | -5 | -4 | -5
COc1ccc(CCC(=O)NCCNC(=O)CCc2ccc(OC)cc2)cc1 | -2 | 0 | -5 | 0 | -3 | 3 | 5 | 0 | -1 | -4
O=C(CSc1n[nH]c(-c2ccccc2O)n1)N1CCOCC1 | -1 | 9 | 6 | 1 | 0 | -3 | 5 | -2 | 1 | 0
O=C(CCCN1C(=O)c2ccccc2C1=O)Nc1nc2ccccc2[nH]1 | 1 | -2 | -12 | -1 | -2 | -5 | -4 | -5 | 3 | -13
COCCn1c(SCC(=O)N2CCCC(C)C2)nnc1-c1ccco1 (stereo not drawn) | 8 | 2 | -12 | -1 | 4 | 0 | -2 | 5 | 5 | 2
CCCCN1C(=O)C(CC(=O)NCc2ccco2)CC(C(=O)N(C(C)C)C(C)C)=C1C (stereo not drawn) | -19 | 4 | 1 | -6 | 2 | -7 | 18 | 1 | 18 | -1
CCCCCNC(=O)c1ccc2c(c1)ncn2-c1ccc(OC)cc1 | -1 | -11 | -13 | -5 | -3 | -1 | -3 | 2 | 6 | -4
CCN(CC)S(=O)(=O)c1ccc(NC(=O)C2CCCN(C(=O)c3ccc(Cl)cc3)C2)cc1 (stereo not drawn) | 9 | 1 | 10 | -2 | 3 | -4 | 5 | 1 | 5 | 3
O=C(CSc1nnc(-c2ccco2)n1CC1CCCO1)NC1CCCC1 (stereo not drawn) | -5 | -1 | 3 | 8 | -4 | -1 | -11 | -2 | 1 | -1
CCCCc1ccc(NS(=O)(=O)c2cccc(C(=O)N3CCNC(=O)C3)c2)cc1 | -1 | -6 | 0 | -1 | 0 | 2 | -21 | 0 | 10 | -3
CCN(CC)c1nc(Oc2ccc(=O)[nH]n2)nc(N2CCOCC2)n1 | -9 | -3 | -4 | -3 | -3 | 0 | 4 | 6 | 0 | 0
COc1ccc(C(=O)N2CCN=C2SCc2cccnc2)cc1OC | -15 | -3 | 2 | -1 | -3 | -2 | -3 | 2 | -2 | 1
COc1ccc(/C=N\NC(=O)c2ccccc2Cl)cc1COc1c(F)c(F)c(F)c(F)c1F | 8 | -25 | 3 | 0 | 1 | 8 | 13 | 1 | 6 | -10
O=C(NNS(=O)(=O)c1ccc(F)cc1)c1cnccn1 | 2 | 8 | 9 | -11 | -1 | -7 | 2 | 2 | 17 | -4
C=C(C)c1cccc(C(C)(C)NC(=O)NCc2cccnc2)c1 | -1 | -1 | 6 | -5 | -2 | -1 | -13 | 2 | -3 | -3
CCOC(=O)c1ccc(S(=O)(=O)N2CCN(C3CCCC3)CC2)cc1 | -8 | 6 | -11 | 0 | -1 | 3 | -9 | -3 | -4 | -23
Cc1cc(C(=O)N/N=C/c2c(C)nn(-c3ccccc3)c2C)c(C)o1 | 0 | -3 | -10 | 7 | 3 | 4 | 7 | 2 | 7 | -7
CC(Oc1ccccc1)C(=O)Nc1ccc(S(=O)(=O)N2CCOCC2)cc1 (stereo not drawn) | -5 | 0 | -4 | -1 | 0 | 3 | -2 | 1 | 0 | -1
O=C(NC1CC1)c1ccc2snnc2c1 | 4 | 0 | 5 | -5 | -1 | 6 | 3 | 0 | -5 | 1
CC(C)(C)c1ccc(S(=O)(=O)NCc2ccc(C(=O)NCc3ccccn3)cc2)cc1 | 4 | 6 | -10 | 0 | 0 | 1 | 8 | 5 | 0 | 0
COC(=O)[C@@]12C[C@@H](CC(=O)NCc3cccc4ccccc34)C(=O)N(Cc3ccc4c(c3)OCO4)C1=CCC(C)(C)C2 | 18 | -3 | -9 | -8 | 8.9* | 0 | 2 | 2 | -7 | -2
CC1CC(C)CN(C(=O)CN2C(=O)NC(C)(C)C2=O)C1 (stereo not drawn) | -7 | 15 | 7 | 5 | -7 | 5 | -2 | 1 | 10 | 0
Cc1ccc(S(=O)(=O)N2CCN(C(=O)Cc3ccccc3)CC2)cc1C | -11 | 4 | 3 | 4 | -3 | -2 | 6 | 0 | 4 | -9
CCOc1ccccc1-c1nc(-c2ccc(NC(=O)Cc3ccccc3OC)cc2)no1 | -4 | -47 | 3 | 3 | -4 | -2 | 11 | -3 | 9 | -4
COc1ccccc1-c1nc2ccc(Cl)cc2c(=O)n1O | -5 | 4 | -1 | -5 | -7 | -1 | -6 | -10 | -5 | -27
CN=C1SC(C(=O)O)CC(=O)N1C (stereo not drawn) | -11 | 0 | -4 | -2 | -1 | -10 | -10 | 5 | 18 | 0
CCOC(=O)COc1ccc(S(=O)(=O)N2CCN(c3ccc(F)cc3)CC2)cc1 | 9 | 2 | -11 | 1 | 0 | -7 | 21 | 0 | -2 | 4
CCCCCCCC(=O)N/N=C/c1ccc(Br)cc1 | 6 | -4 | 1 | -6 | -1 | 1 | 9 | -1 | 4 | -1
C#CCOC(=O)/C(=C/c1ccc(F)cc1)NC(C)=O | -1 | -1 | -1 | -7 | -1 | 0 | 4 | 1 | 14 | 7
O=C(O)c1cc2c(N3CCC(Cc4ccccc4)CC3)ncnc2s1 | -7 | 0 | 5 | 1 | -6 | 3 | -26 | -6 | 12 | -5
Cc1ccsc1C(=O)N1CCCC(CO)(Cc2ccccc2F)C1 (stereo not drawn) | -1 | 1 | 4 | -3 | -4 | 1 | -13 | -1 | 9 | -7
COC(=O)c1ccc(C)c(NC(=O)CCSc2ccccc2)c1 | -5 | 5 | -6 | -1 | -1 | 0 | -11 | 1 | -4 | 0
Cc1cc(N2CCC(C)CC2)n2nc(C)c(-c3ccccc3)c2n1 | -2 | -1 | -6 | 2 | -1 | 0 | -8 | -2 | 4 | -2
Cc1c(C(=O)NCc2ccc3c(c2)OCCO3)sc(=O)n1Cc1ccc(S(=O)(=O)N(C)C)cc1 | 4 | 1 | 4 | -1 | 1 | -8 | -7 | 1 | 10 | 5
CC(/C=C1\SC(=S)N(CC(=O)N2CCN(c3ccccc3)CC2)C1=O)=C\c1ccccc1 | -1 | 2 | -4 | -2 | -1 | 5 | -2 | -2 | 0 | 1
CC(=O)Nc1cccc(NC(=O)c2ccc([N+](=O)[O-])cc2Cl)c1 | -2 | -1 | -7 | 0 | -2 | 2 | -8 | 1 | 2 | 6
Cc1cccc(C(=O)N2CCCC(c3nc(-c4ccc(F)cc4)no3)C2)c1 (stereo not drawn) | 4 | 8 | -10 | 5 | -4 | 8 | -1 | 0 | -11 | -10

Three entries already listed, ordered by count of non-hydrogen atoms, ascending.
SMILES | ADAM10 inh | SIAE inh | TDP2 absorb | Tn6 DDE FP | ADAM17 inh | Tn7 DDE FP | ASAP1 GAP inh | PLCg1 inh | ARFGAP1 inh | PLCb3 inh
CC1CC(C)CN(C(=O)CN2C(=O)NC(C)(C)C2=O)C1 (stereo not drawn) | -7 | 15 | 7 | 5 | -7 | 5 | -2 | 1 | 10 | 0
COc1ccccc1-c1nc2ccc(Cl)cc2c(=O)n1O | -5 | 4 | -1 | -5 | -7 | -1 | -6 | -10 | -5 | -27
Cc1ccc(S(=O)(=O)N2CCN(C(=O)Cc3ccccc3)CC2)cc1C | -11 | 4 | 3 | 4 | -3 | -2 | 6 | 0 | 4 | -9
